Assay outcomes from PubChem.
Smad3 inh = blocks human Smad3 binding to FoxH1 peptide; P84022; TR-FRET Smad3/Dy647-FoxH1 peptide binding, europium anti-His; inhibition, % at 25 µM; 88,000 tested, 0.29% active; AID 630;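 active = compounds that reduce the energy-transfer binding signal between the protein and its labelled peptide by more than half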;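 note: 0% = Smad3 plus labelled peptide maximal FRET and 100% = peptide-only background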
Target sequence (P84022 whole entry, looked up): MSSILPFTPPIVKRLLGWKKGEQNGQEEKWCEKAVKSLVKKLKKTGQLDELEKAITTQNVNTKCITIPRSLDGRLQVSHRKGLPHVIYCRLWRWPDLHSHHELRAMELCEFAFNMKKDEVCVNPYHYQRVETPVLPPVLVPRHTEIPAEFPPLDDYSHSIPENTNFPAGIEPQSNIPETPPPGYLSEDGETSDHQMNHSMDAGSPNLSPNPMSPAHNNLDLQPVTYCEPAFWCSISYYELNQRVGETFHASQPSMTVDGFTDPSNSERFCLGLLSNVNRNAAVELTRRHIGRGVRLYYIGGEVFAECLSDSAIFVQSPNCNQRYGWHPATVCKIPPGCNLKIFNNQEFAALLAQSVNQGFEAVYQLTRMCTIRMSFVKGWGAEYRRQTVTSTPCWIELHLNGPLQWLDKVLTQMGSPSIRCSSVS
TNFa cytotox = toxic to HUVEC cells under TNF alpha stimulation. HUVEC TNFalpha-stimulated, Hoechst cell count, imaging. AID 848. 93,000 tested, 0.17% active. cell count reduction, % at 2 µM;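 active = cell count reduction exceeding the screen mean by over 5 SD, scaled to untreated wells per plate, cut at about 78% in these data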;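 note: cells counted after 24 h of TNF alpha exposure following the 1 h pretreatment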
MT1-MMP txn act = MT1-MMP promoter transcription activation | HT1080 MT1-MMP promoter luciferase reporter, luminescence, overnight; hits give high values | activation factor at 10 µM | 86,000 tested, 0.16% active | AID 750;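 active = activation factor of at least 2 for MT1-MMP transcription at 10 µM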
HUVEC tox IL1B = toxic to HUVEC cells under IL-1B stimulation. HUVEC cell count loss, Hoechst imaging, IL-1B stimulated. cell count reduction, % at 2 µM. 94,000 tested, 0.41% active;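 active = cell count reduction more than 3 SD above the screen-wide mean, cut at about 70% in these data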;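 note: normalized per plate to untreated control cells as the no-loss baseline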
VCAM1 TNFa inh = reduces TNF alpha induced VCAM1 expression in HUVEC | inhibition, % at 2 µM | HUVEC TNFa-induced VCAM-1 immunofluorescence, high-content imaging | 95,000 tested, 0.48% active | AID 802;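 active = inhibition above the batch mean plus 3 SD, with images confirmed as a hit by eye, cut at about 37% in these data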;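 note: 0% = TNF-stimulated DMSO wells and 100% = unstimulated control wells; not every result past the cut was called active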
PTPN22 inh 2 = inhibitors of human LYP (PTPN22) phosphatase; Q9Y2R2; recombinant LYP catalytic domain, DiFMUP fluorescence; inhibition, % at 2 µM; 96,000 tested, 0.21% active;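 active = inhibition at 2 µM at or above a set limit, the screen mean plus 3 SD, cut at about 24% in these data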;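 note: 0% = DMSO with enzyme and 100% = enzyme fully blocked by orthovanadate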
Candida biofilm = kills Candida albicans biofilms. C. albicans biofilm + clotrimazole, Alamar Blue. inhibition, % at 6 µM. 85,000 tested, 0.14% active. AID 834;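 active = inhibition above 20%; inactive = inhibition below 20%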;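 note: preformed 24 hr biofilms exposed to compound for 48 hr; 0% = biofilm without compound and 100% = blank killed by clotrimazole plus chlorhexidine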
hDAT+cocaine = changed human dopamine transporter uptake under cocaine IC80 | 110,000 tested, 1.3% active | LLC-PK1 hDAT cells, [14C]-dopamine uptake with cocaine IC80; actives deviate in either direction | B-score at 10 µM;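 active = Z score or B-score, a plate-position-corrected score, falls beyond the plate's 99.7% confidence bounds, in either direction; inactive = both scores lie inside the 99.7% bounds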;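 note: scored against the spread of the other compound wells on the same plate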
Target sequence (Q01959 whole entry, looked up): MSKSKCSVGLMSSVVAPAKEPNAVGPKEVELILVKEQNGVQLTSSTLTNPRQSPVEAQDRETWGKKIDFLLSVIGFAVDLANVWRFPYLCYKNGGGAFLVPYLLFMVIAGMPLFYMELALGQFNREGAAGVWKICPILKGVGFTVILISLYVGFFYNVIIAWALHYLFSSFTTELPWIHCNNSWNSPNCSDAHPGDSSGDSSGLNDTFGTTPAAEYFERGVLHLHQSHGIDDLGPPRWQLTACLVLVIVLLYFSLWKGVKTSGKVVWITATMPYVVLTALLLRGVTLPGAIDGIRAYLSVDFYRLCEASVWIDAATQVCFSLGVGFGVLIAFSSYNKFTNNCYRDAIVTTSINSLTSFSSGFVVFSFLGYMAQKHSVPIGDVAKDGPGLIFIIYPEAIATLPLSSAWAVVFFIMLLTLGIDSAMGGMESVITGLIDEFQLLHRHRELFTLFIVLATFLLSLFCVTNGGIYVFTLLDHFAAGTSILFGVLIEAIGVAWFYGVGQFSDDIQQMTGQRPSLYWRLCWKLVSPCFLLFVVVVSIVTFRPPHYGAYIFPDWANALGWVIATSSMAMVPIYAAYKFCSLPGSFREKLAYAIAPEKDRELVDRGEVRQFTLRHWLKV
cytoskel mod = cytoskeleton assembly modification | inhibition, % at 2 µM | HUVEC TNFa F-actin phalloidin imaging, high content | AID 836 | 91,000 tested, 0.18% active;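 active = inhibition above the batch mean plus 3 SD and confirmed as a hit by visual image inspection, cut at about 30% in these data, passing the limit was not always enough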; note: strong numbers were not always called active
Numbers without * were called inactive; x = not tested or not shown; [ ] = another dose, or the depositor's remark.

SMILES	Smad3 inh	TNFa cytotox	MT1-MMP txn act	HUVEC tox IL1B	VCAM1 TNFa inh	PTPN22 inh 2	Candida biofilm	hDAT+cocaine	cytoskel mod
COc1cc2c(cc1OC)C(c1cccc([N+](=O)[O-])c1)N(C(=O)c1ccc(F)cc1)CC2 (stereo unspecified)	x	5	x	4	-9	13	x	-0.35	-29
COc1ccc(CCNC(=O)CNCC2CCCO2)cc1OC (stereo unspecified)	9	-8	1.1	-6	-9	-8	7	0.097	-10
COc1ccc(NC(C)=O)cc1NC(C)C(=O)Nc1ccccc1F (stereo unspecified)	2	-7	1.1	-2	4	-10	5	-0.91	3
O=C(NC1CCN(C(=S)NCc2ccco2)CC1)c1ccc(F)cc1	x	-15	x	-32	15	8	x	-0.32	10
COc1ccc(-c2nnc(-c3ccc(Br)o3)o2)cc1OC	-2	-41	1.4	-9	3	3	6	0.83	12
C=CCN(Cc1cc(OC)ccc1OC)S(=O)(=O)N(C)C	-9	22	1.1	-9	-28	1	7	-0.33	-16
Cc1ccc(C(=O)OCC(=O)Nc2ccccc2)cc1NC(=O)c1ccco1	-6	-44	1.4	-14	4	-1	5	0.36	6
O=C(CSc1ncn[nH]1)OCN1C(=O)c2ccccc2C1=O	8[fluorescence artefact?]	-13	1.1	25	10	-18	9	-0.022	-23
c1cnc(SCCOc2cccc3ccccc23)nc1	-3	3	1.5	17	0	3	-2	-0.36	x
CCOc1ccccc1NC(=O)CCN1CCN(S(=O)(=O)c2ccc(Br)cc2)CC1	-8	1	1	-5	4	2	-3	-0.041	26
O=C1c2cccc3cccc(c23)C(=O)N1c1cccnc1	21[fluorescence artefact?]	-8	1.5	19	9	0	-5	0.26	7
Cc1ccc(NC(=O)CS(=O)CC(=O)NCC2OCCc3ccccc32)c(C)c1 (stereo unspecified)	-3	-4	1.2	2	6	0	6	0.32	3
COCCN1C(=O)C(O)=C(C(C)=O)C1c1ccc(F)cc1 (stereo unspecified)	12	-1	1	24	10	-2	7	-0.033	28
COCC(C)n1c(C)cc(C(=O)COC(=O)c2ccc(N3CCCC3=O)cc2)c1C (stereo unspecified)	6	12	1.2	-5	3	-5	8	1.7	-5
CC1CCCCN1CCNC(=O)C1CCN(S(=O)(=O)N2CCCCC2)CC1 (stereo unspecified)	-11	-23	1.1	-12	0	-2	7	-1.7	-14
O=C1[C@@H]2C(Cc3ccc(O)cc3)NC3(C(=O)Nc4ccc(F)cc43)[C@@H]2C(=O)N1c1ccccc1 (stereo partly specified)	5	-19	1.2	23	-4	8	-4	0.9	20
COc1cc2nc(-c3ccc(Br)o3)oc(=O)c2cc1OC	-3	-24	1.1	-46	15	7	4	-0.22	12
O=S1(=O)C=CC(Nc2ccccc2)C1 (stereo unspecified)	5	10	1.2	-2	10	8	6	0.82	-8
Cc1noc(NC(=O)c2ccccc2Cl)c1C#N	x	-1	x	-12	6	1	x	-1.1	28
COc1cc(C(=O)COC(=O)CNC(=O)C2CCCCC2)cc(OC)c1OC	x	-18	x	8	-4	-12	x	-0.12	-4
O=C(Nc1cccnc1)c1cnc2ccccc2n1	-2	-23	1.2	-5	-4	2	1	-0.23	1
COc1ccc(/C=c2\sc3nc(-c4ccccc4OC)nn3c2=O)c(OC)c1	x	3	x	7	15	4	x	0.39	-1
CCOC(=O)c1c(C)[nH]c(C)c1C(=O)COC(=O)[C@@H]1CCCN1S(=O)(=O)c1ccc(Cl)cc1	5	-10	1.2	-4	21	-4	2	-1.1	-9
O=c1[nH]c2cc3c(cc2cc1C(c1nnnn1Cc1ccccc1)N1CCN2CCCC2C1)OCCO3 (stereo unspecified)	-6	-20	0.9	-1	16	-1	6	0.25	26
Cn1cccc1C(=O)NC(=O)COC(=O)C12CC3CC(CC(O)(C3)C1)C2	9[fluorescence artefact?]	-24	x	-3	-4	4	8	-0.37	-6
Cc1ccccc1N(CC(=O)Nc1ccc(F)cc1)S(C)(=O)=O	8	x	1.1	x	x	x	6	0.25	x
CN(Cc1cccs1)C(=O)CCc1ccc(S(=O)(=O)N2CCOCC2)cc1	12[fluorescence artefact?]	-19	1.1	-17	-4	13	3	-0.035	-48
CC(C)CNC(=O)CSc1nnc(-c2ccccn2)n1Cc1ccccc1	0	-19	1.2	5	-3	10	6	0.54	18
COc1cccc(/C=C2\C(=O)C(=O)c3ccccc32)c1	26	-16	1.2	-10	14	0	-2	-0.76	4
Cc1cc(=O)oc2cc(OC(C)C(=O)N3CCCc4ccccc43)ccc12 (stereo unspecified)	2	-13	1.7	4	-3	11	5	0.45	0
CC(C)Cc1nnc(NC(=O)CCC(=O)Nc2ccc(F)cc2)s1	11	-2	1.2	-14	24	2	4	0.32	8
CCCn1c(=O)c2ccccc2n2c(SCCOc3ccc(OC)cc3)nnc12	-1	x	1	x	x	x	-2	-1.1	x
COc1cc(OC)cc(C(=O)NC(=S)NCc2ccco2)c1	x	x	x	13	-9	16	x	-1.3	9
O=C(Oc1cccnc1)c1ccco1	7	-22	1.1	-17	-4	0	3	-0.082	8
CCOC(=O)c1[nH]c2ccc(OC)cc2c1NC(=O)N1CCOCC1	-6	-5	1.2	23	-1	4	-6	2	-13
Cc1ccc(NC(=O)O/N=C2\CCCCC2c2ccc([N+](=O)[O-])cc2[N+](=O)[O-])cc1 (stereo unspecified)	x	-10	x	1	1	1	x	x	28
CC12CN3CC(C)(CN(C1)C3c1ccccc1Cl)C2O (stereo unspecified)	x	8	1.1	-40	-37	8	x	-0.5	-28
CC(=O)c1cccc(NS(=O)(=O)c2cc(OCC(N)=O)c(C)cc2Cl)c1	-4	-23	1	x	4	-4	2	-0.51	9
O=C1CC(N2CCOCC2)C(=O)N1c1cc(Cl)cc(Cl)c1 (stereo unspecified)	0	x	1	x	x	x	7	-1.8	x
CCCCOC(=O)Cc1c(O)c2ccccc2[nH]c1=O	0	-5	1.1	-12	4	11	2	0.012	-10
COc1ccc(CNC(=O)C2CCNCC2)cc1	-9	-14	1.1	-53	-9	2	7	-0.16	-28
CC1CCc2c(sc3ncn4c(SCC(=O)NCc5ccco5)nnc4c23)C1 (stereo unspecified)	-5	-31	1.2	-16	10	-1	5	0.19	4
CCCCSc1cc(=O)n(-c2ccccc2)nc1C(=O)OCC	x	-15	x	-47	9	6	x	0.065	10
Cc1ccc(C(=O)CCC(=O)Nc2cccc(C(F)(F)F)c2)cc1C	x	9	x	7	-13	7	x	-0.36	-13
Cc1ccc(-n2c3c(c(=O)[nH]c2=O)C(NS(=O)(=O)c2ccc(C)cc2)(C(F)(F)F)C(=O)N3)cc1 (stereo unspecified)	x	9	x	30	4	-5	x	-0.94	13
C=CCSc1nc2sc(C)c(C)c2c(=O)[nH]1	6	x	1	x	x	x	3	-0.49	x
CC(C)CCNC(=O)NC(=O)COC(=O)C1=COCCO1	4	-15	1.3	6	-3	14	-6	0.055	-1
COc1ccc(/C(C)=N/NC(=O)c2ccc(N(C)C)cc2)cc1	x	-17	x	-71	7	-1	x	x	-1
O=C(NN=C1c2ccccc2-c2ccccc21)c1ccccn1	x	-5	x	-63	0	-12	x	-0.22	9
O=C(CCc1ccccc1)Nc1ccc(Cl)cn1	-13	3	0.8	-28	25	-16	5	-0.11	-3
C=CCn1cnc2scc(-c3ccc(C)cc3)c2c1=O	3	-20	x	-66	18	-8	5	1.9	-17
COc1ccc(OC)c(NC(=O)C2C3CCC(O3)C2C(=O)O)c1 (stereo unspecified)	-3	-18	1.2	-37	-6	-3	-2	x	-6
COC(=O)c1ccc(NS(=O)(=O)c2ccc3c(c2)oc(=O)n3C)cc1	3	-17	1.1	-22	0	-9	1	0.17	7
Cc1ccc(-c2ccccc2NC(=O)C2C3C=CC(C3)C2C(=O)O)o1 (stereo unspecified)	5	-30	1.1	-4	15	-6	0	-0.24	9
C/C(=N\NC(=O)c1ccccc1O)c1c(O)cc(C)oc1=O	x	-6	x	1	9	0	x	-0.73	18
CCCC(=O)Nc1ccc(N2CCOCC2)cc1	-6	-3	1.2	-1	2	6	2	-0.41	8
CCOC(=O)c1ccc(S(=O)(=O)Nc2cc(C(C)(C)C)no2)cc1	-2	-1	1.1	-14	1	-12	6	2.2	3
CCCCn1c(N(CCOC(C)=O)C(C)=O)nc2ccccc21	-2	x	1.1	-35	x	-6	3	-0.0017	x
CN(CC(=O)Nc1ccc(C#N)cc1)Cc1ccc(Cl)cc1Cl	x	-14	x	-17	-6	-10	x	0.27	-5
C/C=C/CSc1nc2c(c(=O)[nH]c(=O)n2C)n1C(C)C	5	2	1	-38	-3	5	-3	-0.18	13

By substructure: the compounds so far containing two or more sulfur atoms
SMILES	Smad3 inh	TNFa cytotox	MT1-MMP txn act	HUVEC tox IL1B	VCAM1 TNFa inh	PTPN22 inh 2	Candida biofilm	hDAT+cocaine	cytoskel mod
CN(Cc1cccs1)C(=O)CCc1ccc(S(=O)(=O)N2CCOCC2)cc1	12[fluorescence artefact?]	-19	1.1	-17	-4	13	3	-0.035	-48
CC1CCc2c(sc3ncn4c(SCC(=O)NCc5ccco5)nnc4c23)C1 (stereo unspecified)	-5	-31	1.2	-16	10	-1	5	0.19	4
C=CCSc1nc2sc(C)c(C)c2c(=O)[nH]1	6	x	1	x	x	x	3	-0.49	x

The listing continues:
SMILES	Smad3 inh	TNFa cytotox	MT1-MMP txn act	HUVEC tox IL1B	VCAM1 TNFa inh	PTPN22 inh 2	Candida biofilm	hDAT+cocaine	cytoskel mod
Cc1ccc(S(=O)(=O)N2CCCC2C(=O)O)cc1 (stereo unspecified)	5	4	1.1	16	-7	2	2	-0.19	-19
CCCc1nc2n[nH]c(N)c2c2c1COC(C)(C)C2	8[fluorescence artefact?]	-26	1.3	32	-1	-5	4	1.3	16
CC(C)(C)Nc1nc2nonc2nc1NC(C)(C)C	2	4	1	4	6	0	0	-0.0045	-15
Cc1ccc(C(=O)NC2CCS(=O)(=O)C2)cc1S(=O)(=O)N1CCOCC1 (stereo unspecified)	-4[fluorescence artefact?]	4	1.1	-34	15	-19	6	-0.91	-1
COc1ccc(C2C(C(=O)N3CCCCC3)CCC(=O)N2c2cc(OC)c(OC)c(OC)c2)cc1 (stereo unspecified)	-4	-24	1	-13	22	5	2	0.24	-11
Cc1nc(C(F)(F)F)nc(Nc2ccc(Br)cc2)c1C#N	x	-2	x	-25	6	7	x	-0.86	12
CCC(C)C(=O)Nc1cc(C(=O)OC)cc(C(=O)OC)c1 (stereo unspecified)	0	-27	1.2	10	2	4	5	-0.12	18
COc1ccccc1-c1c(C)c(C)nc(N)c1C#N	8	-21	1	-70	3	-9	6	-0.21	-8
COc1cccc(OCc2cc(/C=N/NC(=O)c3nc(Cl)c(Cl)c(N)c3Cl)ccc2OC)c1	0	-6	1.3	-30	7	6	4	0.27	-3
CC(=O)c1c(N2CCN(Cc3ccccc3)CC2)[nH]c(-c2ccccc2)nc1=S	9	-11	1	12	-2	6	5	-0.42	-4
COC(=O)c1nn(-c2ccccc2)c(Cl)c1/C=N/OCc1ccc(C)cc1	x	-2	x	22	3	2	x	1.6*	-23
COc1ccc(N(C(C)=O)S(=O)(=O)c2cc(OC)ccc2OC)cc1	5	8	1.1	38	-2	7	5	-0.08	3
CCS(=O)(=O)Nc1ccc(C2=NN(S(=O)(=O)c3ccc(F)cc3)C(c3ccco3)C2)cc1 (stereo unspecified)	11	x	1.1	1	17	-6	3	0.02	19
COc1ccccc1N(C(=O)c1snc(C(N)=O)c1N)C(C(=O)NCCC(C)C)c1ccco1 (stereo unspecified)	8	-30	1.1	-5	10	4	4	-0.021	-5
CCOc1ccc2nc3c(cc2c1)CN(CCCO)C(=NCCOC)S3	4	-19	1.2	-24	2	-19	7	1.2	-5

Only part of the results is shown; rates above refer to the full screens.
